Rin1 Abl inh = human Rin1-Abl interaction inhibition; P00519+Q13671; TR-FRET Rin1/Abl binding, biochemical; 360,000 tested, 0.4% active; AID 588664; inhibition, % at 7.35 µM; in the data active = inhibition above about 5%, passing the limit was not always enough
MLLE-PAM2 inh = inhibitors of microRNA-mediated deadenylation, human PABP1 MLLE binding. inhibition, % at 20 µM. P11940. 360,000 tested, 0.36% active. GST-MLLE / FITC-PAM2 fluorescence polarization; in the data active = inhibition above about 35%, passing the limit was not always enough;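 note: plate controls were DMSO wells with GST-MLLE for no effect and wells lacking GST-MLLE protein for full effect; some results filed as inactive read as strong as hits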
CSN inh = blocks human CSN-mediated cullin deneddylation; Purified CSN, SCF-Nedd8-OG deneddylation, fluorescence polarization; inhibition, % at 12.5 µM; 360,000 tested, 0.38% active;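 active = pattern-corrected inhibition above about 35%, with an unprinted fluorescence ratio check between 0.5 and 1.5, limit read from the data, passing the limit was not always enough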;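 note: 0% = enzyme with substrate and 100% = substrate without enzyme; some results filed as inactive read as strong as hits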
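Assay system: purified human Csn5 enzyme expressed in HEK293T cells; Input: 0.24 nM Csn5 enzyme, final concentration; Reagent: 10 nM SCFSkp2-Nedd8OG; Compound dosing: 12.5 µM single point; Times: reaction 90 min, room temperature; Technique: fluorescence polarization readout.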
FAS-TE inh = inhibitors of human fatty acid synthase thioesterase domain; P49327; recombinant FAS-TE, OMFH fluorogenic substrate, fluorescence endpoint; inhibition, % at 15 µM; 360,000 tested, 0.67% active; AID 602261;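 active = compounds whose normalised, plate-corrected inhibition of enzyme fluorescence in the single-dose primary screen is 50% or more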;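 note: 0% = DMSO with enzyme and 100% = substrate without enzyme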
bovine MsrA act = activators of bovine methionine sulfoxide reductase A; purified bovine MsrA, absorbance read-out; activation, % at 10.6 µM; 360,000 tested, 0.3% active; AID 602163; in the data active = activation above about 7.5%;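 note: 0% = vehicle and 100% = reference activator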
eLon inh = E. coli protease La inhibition; inhibition, % at 7.94 µM; P0A9M0; purified E. coli Lon protease, fluorescence polarization; 360,000 tested, 0.42% active; AID 602123; in the data active = inhibition above about 13%, passing the limit was not always enough;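 note: 0% = enzyme with probe and DMSO and 100% = no enzyme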
Target sequence (P0A9M0 whole entry, looked up): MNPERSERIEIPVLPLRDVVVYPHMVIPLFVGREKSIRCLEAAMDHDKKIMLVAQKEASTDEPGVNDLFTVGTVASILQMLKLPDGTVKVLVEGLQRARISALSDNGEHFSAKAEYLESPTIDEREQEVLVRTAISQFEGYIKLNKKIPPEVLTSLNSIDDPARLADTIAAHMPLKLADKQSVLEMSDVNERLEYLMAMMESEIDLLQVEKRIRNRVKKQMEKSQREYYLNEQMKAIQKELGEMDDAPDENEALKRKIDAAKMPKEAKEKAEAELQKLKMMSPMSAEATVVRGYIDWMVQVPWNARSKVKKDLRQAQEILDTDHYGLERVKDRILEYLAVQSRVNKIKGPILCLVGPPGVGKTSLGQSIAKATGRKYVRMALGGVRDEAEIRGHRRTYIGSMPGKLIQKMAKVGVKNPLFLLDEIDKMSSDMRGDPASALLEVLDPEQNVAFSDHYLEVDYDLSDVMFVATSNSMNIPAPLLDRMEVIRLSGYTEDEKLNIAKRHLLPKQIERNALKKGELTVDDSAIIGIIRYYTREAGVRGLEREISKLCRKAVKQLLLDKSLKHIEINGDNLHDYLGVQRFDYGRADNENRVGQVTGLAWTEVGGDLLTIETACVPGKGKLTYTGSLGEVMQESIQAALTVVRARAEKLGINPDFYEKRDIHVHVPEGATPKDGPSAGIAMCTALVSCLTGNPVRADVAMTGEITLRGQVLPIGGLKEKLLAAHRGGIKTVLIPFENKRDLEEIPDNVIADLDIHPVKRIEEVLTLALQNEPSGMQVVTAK
MsrA inh = inhibits bovine methionine sulfoxide reductase A. purified bovine MsrA, absorbance read-out. inhibition, % at 15.5 µM. 360,000 tested, 0.75% active; in the data active = inhibition above about 4.5%;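 note: 0% = vehicle wells with enzyme and 100% = reference inhibitor wells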
Tb MetRS inh = Trypanosoma brucei MetRS inhibition. purified T. brucei MetRS, ATP depletion, Kinase-Glo luminescence. inhibition, % at 11.9 µM. 360,000 tested, 0.4% active;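 active = inhibition above a per-plate cutoff of the control wells' mean inhibition plus 3 SD, cut at about 5.5% in these data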;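 note: 0% = DMSO wells median and 100% = median of wells with control inhibitor compound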
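Test system: purified T. brucei MetRS enzyme. Also added: ATP, methionine and E. coli bulk tRNA substrates. Compound: 11.9 µM single point. Schedule: 15 min enzyme-compound preincubation, 2 h reaction, 10 min detection, 25 °C. Signal: luciferase luminescence of residual ATP, Kinase-Glo. Evaluation: percent inhibition versus plate control medians. Controls: DMSO wells, low control.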
Neddylation inh = cullin neddylation inhibition; AID 651699; calls only at 25 µM; TR-FRET cullin neddylation, biochemical; 360,000 tested, 0.58% active; P61081+Q13564; in the data active = inhibition above about 36%
An asterisk follows results filed as active.

What do the screens show for `CCN1CCN(c2ccc(S(=O)(=O)N3CCOCC3)cc2NC(=O)c2ccc(F)cc2Cl)CC1`?
Rin1 Abl inh: -1; MLLE-PAM2 inh: -24; CSN inh: -4; FAS-TE inh: -2; bovine MsrA act: -1; eLon inh: -17; MsrA inh: 2.9; Tb MetRS inh: -0.2; Neddylation inh: inactive

How did Cc1ccc(S(=O)(=O)N[C@@H](CC(C)C)C(=O)NCc2ccco2)cc1 do in these assays?
Rin1 Abl inh: 2; MLLE-PAM2 inh: -5; CSN inh: -4; FAS-TE inh: -1; bovine MsrA act: 7; eLon inh: -12; MsrA inh: -1.1; Tb MetRS inh: -0.3; Neddylation inh: inactive

How did CC(N=Cc1cc([N+](=O)[O-])ccc1O)c1ccccc1 (stereo not drawn) do in these assays?
Rin1 Abl inh: 0; MLLE-PAM2 inh: 18; CSN inh: -5; FAS-TE inh: -8; bovine MsrA act: -4; eLon inh: -1; MsrA inh: 4.0; Tb MetRS inh: 0.5; Neddylation inh: inactive

What do the screens show for `O=C(NCCCN1CCOCC1)c1ccc([N+](=O)[O-])cc1[N+](=O)[O-]`?
Rin1 Abl inh: 1; MLLE-PAM2 inh: -1; CSN inh: -11; FAS-TE inh: -1; bovine MsrA act: 4; eLon inh: 0; MsrA inh: 0.7; Tb MetRS inh: -0.1; Neddylation inh: inactive

What do the screens show for `COCCN(C(=O)COC(=O)C1CCC(C(C)(C)C)CC1)c1c(N)n(Cc2ccccc2)c(=O)[nH]c1=O` (stereo not drawn)?
Rin1 Abl inh: 3; MLLE-PAM2 inh: -31; CSN inh: 3; FAS-TE inh: -14; bovine MsrA act: 0; eLon inh: -1; MsrA inh: 0.2; Tb MetRS inh: 0.0; Neddylation inh: inactive

What do the screens show for `CCc1nnc(NC(=O)CSc2ccc(-c3ccc(-n4cccn4)cc3)nn2)s1`?
Rin1 Abl inh: 2; MLLE-PAM2 inh: 13; CSN inh: -2; FAS-TE inh: -8; bovine MsrA act: -9; eLon inh: 3; MsrA inh: -0.5; Tb MetRS inh: -0.7; Neddylation inh: inactive

Results for CC(C)(Oc1ccc(Cl)cc1)C(=O)Nc1ccc2oc(=O)ccc2c1 ?
Rin1 Abl inh: -1; MLLE-PAM2 inh: -4; CSN inh: 0; FAS-TE inh: 15; bovine MsrA act: -8; eLon inh: 4; MsrA inh: -0.6; Tb MetRS inh: 0.1; Neddylation inh: inactive

Results for COc1ccc(C2c3cc(OC)c(OC)cc3CCN2C(=O)c2cccc([N+](=O)[O-])c2)cc1OC (stereo not drawn) ?
Rin1 Abl inh: 4; MLLE-PAM2 inh: 15; CSN inh: -1; FAS-TE inh: -16; bovine MsrA act: -3; eLon inh: 2; MsrA inh: 1.2; Tb MetRS inh: -1.0; Neddylation inh: inactive

How did COc1ccc(Nc2cc(Nc3cc(OC)c(OC)c(OC)c3)ncn2)cc1 do in these assays?
Rin1 Abl inh: 6; MLLE-PAM2 inh: -11; CSN inh: 3; FAS-TE inh: 1; bovine MsrA act: -2; eLon inh: -1; MsrA inh: 0.4; Tb MetRS inh: -0.3; Neddylation inh: inactive

What do the screens show for `O=C(Cn1ccc(NC(=O)OCc2ccccc2)nc1=O)NCCCc1ccccc1`?
Rin1 Abl inh: 8; MLLE-PAM2 inh: 10; CSN inh: 10; FAS-TE inh: -4; bovine MsrA act: -4; eLon inh: -3; MsrA inh: -1.2; Tb MetRS inh: 0.0; Neddylation inh: inactive

What do the screens show for `O=C(/C=C/c1ccco1)NC(=S)Nc1cccc(C(=O)O)c1`?
Rin1 Abl inh: 5; MLLE-PAM2 inh: 20; CSN inh: 14; FAS-TE inh: -2; bovine MsrA act: -2; eLon inh: -11; MsrA inh: 1.4; Tb MetRS inh: 0.4; Neddylation inh: inactive

Results for CCn1c2ccccc2c2cnc(N=CN(C)C)c(C#N)c21 ?
Rin1 Abl inh: -4; MLLE-PAM2 inh: -18; CSN inh: 2; FAS-TE inh: 1; bovine MsrA act: -5; eLon inh: -1; MsrA inh: 3.2; Tb MetRS inh: 0.1

What do the screens show for `CCOC(=O)c1ccc(N2C(=O)CC(N3CCC(O)(c4ccc(Cl)cc4)CC3)C2=O)cc1` (stereo not drawn)?
Rin1 Abl inh: -1; MLLE-PAM2 inh: -14; CSN inh: -3; FAS-TE inh: -6; bovine MsrA act: -4; eLon inh: 6; MsrA inh: 0.3; Tb MetRS inh: -0.2; Neddylation inh: inactive

How did COc1ccc(CSC(=N)N)cc1[N+](=O)[O-] do in these assays?
Rin1 Abl inh: 1; MLLE-PAM2 inh: -7; CSN inh: 0; FAS-TE inh: -9; bovine MsrA act: 1; eLon inh: 0; MsrA inh: 0.8; Tb MetRS inh: -0.8; Neddylation inh: inactive

Results for N#Cc1sc2nc(C3CC3)cc(-c3ccccc3)c2c1N ?
Rin1 Abl inh: 0; MLLE-PAM2 inh: -9; CSN inh: -5; FAS-TE inh: 17; bovine MsrA act: -3; eLon inh: 1; MsrA inh: 1.0; Tb MetRS inh: 0.1; Neddylation inh: inactive

Results for CCn1c(=O)cc(OCC(=O)N2CCN(c3cccc(C(F)(F)F)c3)CC2)c2ccccc21 ?
Rin1 Abl inh: -4; MLLE-PAM2 inh: -6; CSN inh: -8; FAS-TE inh: 19; bovine MsrA act: -6; eLon inh: -6; MsrA inh: -1.1; Tb MetRS inh: -0.8; Neddylation inh: inactive

What do the screens show for `CC(=O)Nc1cccc(NC(=O)c2cccc3cccnc23)c1`?
Rin1 Abl inh: -3; MLLE-PAM2 inh: -8; CSN inh: 7; FAS-TE inh: -2; bovine MsrA act: -2; eLon inh: -2; MsrA inh: 1.9; Tb MetRS inh: -0.4; Neddylation inh: inactive

Results for Cc1cc(OCC(=O)Nc2nccs2)c2c(C)c(C)c(=O)oc2c1 ?
Rin1 Abl inh: 1; MLLE-PAM2 inh: -5; CSN inh: 24; FAS-TE inh: -6; bovine MsrA act: -2; eLon inh: -4; MsrA inh: 0.2; Tb MetRS inh: 0.0; Neddylation inh: inactive

What do the screens show for `CCCCn1c(=O)c2c(nc3n2CCCN3Cc2ccccc2)n(C)c1=O`?
Rin1 Abl inh: -3; MLLE-PAM2 inh: 5; CSN inh: 7; FAS-TE inh: 7; bovine MsrA act: -2; eLon inh: 6; MsrA inh: 1.4; Tb MetRS inh: -0.2; Neddylation inh: inactive

How did O=C(O)c1ccccc1NC(=O)c1cc2ccccc2oc1=O do in these assays?
Rin1 Abl inh: -2; MLLE-PAM2 inh: 27; CSN inh: 1; FAS-TE inh: -1; bovine MsrA act: -1; eLon inh: 0; MsrA inh: 3.3; Tb MetRS inh: -0.2; Neddylation inh: inactive

Results for CCCC[n+]1ccc(-c2nc3ccc([N+](=O)[O-])cc3[nH]2)cc1 ?
Rin1 Abl inh: -4; MLLE-PAM2 inh: 0; CSN inh: -1; FAS-TE inh: -5; bovine MsrA act: 0; eLon inh: 3; MsrA inh: 4.8*; Tb MetRS inh: -0.1; Neddylation inh: inactive

How did CC1(C)CC(CC(=O)O)(c2ccccc2)CCO1 (stereo not drawn) do in these assays?
Rin1 Abl inh: 0; MLLE-PAM2 inh: 6; CSN inh: -5; FAS-TE inh: -1; bovine MsrA act: -4; eLon inh: -4; MsrA inh: 0.2; Tb MetRS inh: -0.9; Neddylation inh: inactive

How did O=C1C(=O)N(CCS(=O)(=O)c2ccccc2)c2ccc(F)cc21 do in these assays?
Rin1 Abl inh: -2; MLLE-PAM2 inh: -4; CSN inh: -3; FAS-TE inh: -2; bovine MsrA act: 1; eLon inh: -4; MsrA inh: 0.9; Tb MetRS inh: 0.2; Neddylation inh: inactive

What do the screens show for `O=C1CCCN1c1cccc(Br)c1`?
Rin1 Abl inh: -2; MLLE-PAM2 inh: 2; CSN inh: 4; FAS-TE inh: 0; bovine MsrA act: 2; eLon inh: -1; MsrA inh: 0.6; Tb MetRS inh: 0.2; Neddylation inh: inactive

What do the screens show for `Cc1csc(=O)n1CCC(=O)OCC(=O)c1c(N)n(C)c(=O)n(C)c1=O`?
Rin1 Abl inh: 5; MLLE-PAM2 inh: 11; CSN inh: 2; FAS-TE inh: -8; bovine MsrA act: -9; eLon inh: 6; MsrA inh: -0.3; Tb MetRS inh: -0.4; Neddylation inh: inactive

Results for CN(CC(=O)NCCc1ccc(F)cc1)Cc1ccc(Br)cc1 ?
Rin1 Abl inh: 1; MLLE-PAM2 inh: -4; CSN inh: 1; FAS-TE inh: 16; bovine MsrA act: 0; eLon inh: -9; MsrA inh: -1.2; Tb MetRS inh: 0.0; Neddylation inh: inactive

What do the screens show for `O=C1NC(=S)NC(=O)C1Nc1ccc(Cl)cc1`?
Rin1 Abl inh: 2; MLLE-PAM2 inh: 17; CSN inh: 1; FAS-TE inh: -4; bovine MsrA act: -8; eLon inh: 1; MsrA inh: 1.1; Tb MetRS inh: -0.3; Neddylation inh: inactive

How did COc1ccc(NC(=O)CN(C)CC(=O)NCC(=O)Nc2ccc(F)cc2)cc1 do in these assays?
Rin1 Abl inh: 3; MLLE-PAM2 inh: 3; CSN inh: -1; FAS-TE inh: -4; bovine MsrA act: -3; eLon inh: -11; MsrA inh: 0.1; Tb MetRS inh: -0.2; Neddylation inh: inactive

What do the screens show for `O=C(CSc1nnc(CNC(=O)c2ccco2)o1)Nc1ccccc1C(F)(F)F`?
Rin1 Abl inh: -3; MLLE-PAM2 inh: 7; CSN inh: -4; FAS-TE inh: -2; bovine MsrA act: -3; eLon inh: -4; MsrA inh: 0.1; Tb MetRS inh: -0.2; Neddylation inh: inactive

By substructure: the compounds so far containing a nitro group on carbon.
How did CC(N=Cc1cc([N+](=O)[O-])ccc1O)c1ccccc1 (stereo not drawn) do in these assays?
Rin1 Abl inh: 0; MLLE-PAM2 inh: 18; CSN inh: -5; FAS-TE inh: -8; bovine MsrA act: -4; eLon inh: -1; MsrA inh: 4.0; Tb MetRS inh: 0.5; Neddylation inh: inactive

What do the screens show for `O=C(NCCCN1CCOCC1)c1ccc([N+](=O)[O-])cc1[N+](=O)[O-]`?
Rin1 Abl inh: 1; MLLE-PAM2 inh: -1; CSN inh: -11; FAS-TE inh: -1; bovine MsrA act: 4; eLon inh: 0; MsrA inh: 0.7; Tb MetRS inh: -0.1; Neddylation inh: inactive

Results for COc1ccc(C2c3cc(OC)c(OC)cc3CCN2C(=O)c2cccc([N+](=O)[O-])c2)cc1OC (stereo not drawn) ?
Rin1 Abl inh: 4; MLLE-PAM2 inh: 15; CSN inh: -1; FAS-TE inh: -16; bovine MsrA act: -3; eLon inh: 2; MsrA inh: 1.2; Tb MetRS inh: -1.0; Neddylation inh: inactive

How did COc1ccc(CSC(=N)N)cc1[N+](=O)[O-] do in these assays?
Rin1 Abl inh: 1; MLLE-PAM2 inh: -7; CSN inh: 0; FAS-TE inh: -9; bovine MsrA act: 1; eLon inh: 0; MsrA inh: 0.8; Tb MetRS inh: -0.8; Neddylation inh: inactive

Results for CCCC[n+]1ccc(-c2nc3ccc([N+](=O)[O-])cc3[nH]2)cc1 ?
Rin1 Abl inh: -4; MLLE-PAM2 inh: 0; CSN inh: -1; FAS-TE inh: -5; bovine MsrA act: 0; eLon inh: 3; MsrA inh: 4.8*; Tb MetRS inh: -0.1; Neddylation inh: inactive
